Abeta rescue – compounds reversing amyloid beta toxicity in yeast | Potency, µM (top dose mostly 46.1 µM), inactives show at the top dose growth rescue, usual class: activators | yeast expressing A-beta42, growth rescue, OD600, 48 h; response scale: 0% DMSO, 100% iron-clioquinol control | 410,000 compounds, 0.063% hits; note: potency is the fitted concentration of half-maximal effect; nearly all actives have a fitted effect of over 55% in size
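Yeast A-beta toxicity model in growth medium with pinned compounds, 48 h at 30 C; growth read as absorbance at 600 nm. Normalized to FeCl3/clioquinol equimolar mix (positive) and DMSO (negative).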
Akt phos inh – blocks phosphorylation of Akt; Neuro2A IGF-stimulated pAkt S473 HTRF, 20 min; hits give low values; 360,000 compounds, 0.32% hits; activity change, % for hits at 50 µM; in the data active = activity change below about -80%; inconclusive = mostly about -51% to -80%; note: % is set by controls: 0 for no effect and ±100 for the full control effect
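Neuro2A cells in DMEM with 0.5% FBS, overnight at 37 deg C, given compound at single 50 µM final, then IGF (6 nM final) for 20 min at 37 deg C. Lysed; phospho-Akt Ser473 by HTRF after 24 h, 665/615 ratio.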
TDP-43 yeast inh – rescues yeast growth from TDP-43 toxicity | Potency, µM (highest dose often 46.1 µM), without a hit: top-dose growth rescue (activation), actives largely listed as activators | 410,000 compounds, 1.8% hits | AID 652104 | TDP-43 expressing yeast growth rescue, BacTiter-Glo, 24 h; note: potency is the fitted concentration of half-maximal effect; % of control where 0% means no effect; nearly all actives have a fitted effect of over 50% in size
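Yeast cells expressing TDP-43 under galactose induction are exposed to compounds for 24 hr at 30 deg C. BacTiter-Glo luminescence measures growth, so protective compounds score as activators.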
aSyn rescue – inhibitors of alpha-synuclein toxicity in yeast; Yeast expressing alpha-synuclein, growth rescue, BacTiter-Glo, 24 h; Potency, µM (top dose mostly 46.1 µM), inactives show top-dose growth rescue (activation), most hits filed as activators; 370,000 compounds, 0.14% hits; note: potency is the fitted concentration of half-maximal effect; % of control where 0% means no effect; nearly all actives have a fitted effect of over 65% in size
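Screening used galactose-induced yeast with toxic alpha-synuclein levels, exposed to compound for 24 hr at 30 deg C. Cell growth, read with BacTiter-Glo luminescence, gave the measured signal.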
PTHR1 agonist – activates the human parathyroid hormone receptor PTHR1. Potency, µM (doses to about 115 µM), for inactives: at the top dose activation, most hits filed as activators. 410,000 compounds, 0.075% hits. Q03431. AID 743266. HEK293 GP2 PTHR1 cells, GloSensor cAMP luminescence, 1 h; note: potency is the fitted concentration of half-maximal effect; nearly all actives have a fitted effect of over 55% in size; some results filed as inactive show a strong effect at the top dose; inactives centre near -15; many of its hits are not listed in these tables
Target sequence (Q03431 whole entry, looked up): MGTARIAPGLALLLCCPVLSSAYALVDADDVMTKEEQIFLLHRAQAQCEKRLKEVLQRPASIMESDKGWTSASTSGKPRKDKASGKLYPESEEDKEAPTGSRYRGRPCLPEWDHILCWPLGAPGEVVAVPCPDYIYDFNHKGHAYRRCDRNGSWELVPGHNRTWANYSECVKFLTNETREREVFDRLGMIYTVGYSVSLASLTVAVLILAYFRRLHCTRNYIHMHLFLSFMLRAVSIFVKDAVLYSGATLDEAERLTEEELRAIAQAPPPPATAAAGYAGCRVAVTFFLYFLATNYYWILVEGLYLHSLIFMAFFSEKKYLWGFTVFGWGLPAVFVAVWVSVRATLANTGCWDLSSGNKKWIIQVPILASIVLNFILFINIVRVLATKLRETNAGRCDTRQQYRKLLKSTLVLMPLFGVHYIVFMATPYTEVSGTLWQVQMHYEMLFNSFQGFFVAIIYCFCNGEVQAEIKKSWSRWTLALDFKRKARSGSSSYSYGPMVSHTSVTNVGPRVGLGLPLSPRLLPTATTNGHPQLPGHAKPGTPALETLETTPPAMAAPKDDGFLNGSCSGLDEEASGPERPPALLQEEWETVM
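HEK-293-derived GP2 cells expressing PTHR1 and a GloSensor cAMP reporter, 3,000/well, plated overnight, given luciferin plus IBMX (each 0.5 mM as added) for 1 h at 37 °C, then compound for 1 h at 37 °C. Luminescence was read after 15 min at room temperature.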
FUS yeast rescue – FUS proteinopathy suppression in yeast | S. cerevisiae FUS-expressing, growth rescue, OD600, 24 h | Potency, µM (series often up to 76.6 µM), for the others: at the top dose growth rescue (activation), most hits filed as activators | 390,000 compounds, 0.24% hits | AID 1347120;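 note: potency is the fitted concentration of half-maximal effect; plate controls were DMSO vehicle for no effect and reference control for full effect; nearly all actives have a fitted effect of over 55% in size; some results filed as inactive show a strong effect at the top dose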
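Cultures pregrown in 2.5% raffinose medium are shifted to minimal medium containing 2% galactose to express toxic FUS. Compounds are tested at several concentrations. After 24hr at 30C, growth is quantified at 600 nm absorbance.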
DRD3 antagonist – D3 dopamine receptor (human) antagonism. max response, negative = inhibition, %. 360,000 compounds, 2.5% hits. AID 652054. P35462. D3R cells, DiscoveRx beta-arrestin luminescence, antagonist mode; hits give low values; in the data active = max response below about -50%; inconclusive = no clear call, values can overlap the other calls; note: % is set by controls: 0 for no effect and ±100 for the full control effect; mostly tested at two doses, the higher about 12 µM
Target sequence (P35462 whole entry, looked up): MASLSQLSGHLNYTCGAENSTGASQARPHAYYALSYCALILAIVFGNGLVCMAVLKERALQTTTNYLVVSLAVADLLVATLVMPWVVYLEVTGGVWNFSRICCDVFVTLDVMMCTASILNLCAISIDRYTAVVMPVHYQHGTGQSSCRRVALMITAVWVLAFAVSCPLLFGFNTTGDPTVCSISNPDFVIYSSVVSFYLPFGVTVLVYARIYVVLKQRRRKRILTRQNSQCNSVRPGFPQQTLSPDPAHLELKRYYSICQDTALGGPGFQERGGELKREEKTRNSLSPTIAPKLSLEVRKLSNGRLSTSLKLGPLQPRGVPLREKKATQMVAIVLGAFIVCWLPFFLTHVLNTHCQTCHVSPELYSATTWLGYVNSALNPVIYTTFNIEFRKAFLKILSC
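Cells plated overnight at 1500 cells/well, then exposed to library compounds with dopamine controls for 90 minutes at 37 degrees C. DiscoveRx reagent added for 30–60 minutes at room temperature; luminescence read, quantitative HTS format.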
GLP-1R agonist – activates the human GLP-1 receptor | P43220 | HEK293 GLP-1R CRE-luciferase, luminescence, 4-6 h; cells express a hypersensitive GLP-1R form | Potency, µM (doses to about 45.6 µM), for the others: at the top dose activation, actives largely listed as activators | 380,000 compounds, 0.007% hits; note: potency is the fitted concentration of half-maximal effect; % of control where 0% means no effect
GLP-1R inv ag – acts as inverse agonist at human GLP-1 receptor | P43220 | HEK293 GLP-1R CRE-luciferase, luminescence, 24 h; GLP-1R form is constitutively active | Potency, µM (top dose mostly 38.3 µM), for inactives: top-dose activity change, negative = inhibition, actives largely listed as inhibitors | 410,000 compounds, 1.6% hits | AID 624417; note: potency is the fitted concentration of half-maximal effect; % is set by controls: 0 for no effect and ±100 for the full control effect; nearly all actives have a fitted effect of over 55% in size
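Using stably transfected HEK293 (constitutively active GLP-1R, cAMP-luciferase reporter), compounds were incubated 24 hr and luciferase measured by luminescence.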
An asterisk follows results filed as active; i = inactive; ? = inconclusive; . = not tested or not shown; [ ] = dose if it differs, or a comment. Unless noted, calls come from the whole dose curve; as a rule, active = well fitted curve in the direction sought with a large enough effect; inconclusive = small, poorly fitted or top-dose-only effect, or another doubt; inactive = no such curve, though single readings can be large; an effect the other way counts as inactive or inconclusive. A portion of the library; the hit share may differ from the screen's.

The opening two records as a preview:
1: O=C(NCCOCC(F)(F)C(F)F)c1cc(F)c(F)cc1Cl
2: O=C(COC(=O)CCc1ccccc1)Nc1cc([N+](=O)[O-])ccc1F

entry no.,1,2
Abeta rescue,2%,13%
Akt phos inh,i,i
TDP-43 yeast inh,-14%,6%
aSyn rescue,-9%,0%
PTHR1 agonist,i,i
FUS yeast rescue,0%,?
DRD3 antagonist,9,-2
GLP-1R agonist,-6%,0%
GLP-1R inv ag,9%,-2%

The list itself (from the top)
1: O=C(NCCOCC(F)(F)C(F)F)c1cc(F)c(F)cc1Cl
2: O=C(COC(=O)CCc1ccccc1)Nc1cc([N+](=O)[O-])ccc1F
3: CCN1C(=O)C(CC(=O)Nc2ccc(OC)cc2)N(CCCN2CCN(c3ccc(OC)cc3)CC2)C1=S (stereo not given)
4: COc1ccc(S(=O)(=O)Nc2cc(C)c(O)c(S(=O)(=O)c3ccccc3)c2)cc1
5: CC(C)NC(=O)NC(=O)CSc1nncn1C
6: COc1cccc(C(C(=O)NCc2ccccc2)N(C(=O)Cn2nnc3ccccc32)c2cccc(C(C)=O)c2)c1 (stereo not given)
7: CCCCOc1ccccc1C(=O)Nc1onc2c1CCCC2
8: c1cc(-c2ccc3[nH]ccc3c2)n2ccnc2c1

entry no.,1,2,3,4,5,6,7,8
Abeta rescue,2%,13%,2%,29%,-18%,3%,-12%,10%
Akt phos inh,i,i,i,i,i,.,.,i
TDP-43 yeast inh,-14%,6%,.,3%,-16%,9%,19%,-1%
aSyn rescue,-9%,0%,0%,-3%,-16%,.,.,0%
PTHR1 agonist,i,i,-24%,i,i,7%,-15%,-11%
FUS yeast rescue,0%,?,?,23%,?,-7%,25%,-2%
DRD3 antagonist,9,-2,-30,-16,-20,.,.,0
GLP-1R agonist,-6%,0%,0%,-2%,0%,.,.,4%
GLP-1R inv ag,9%,-2%,?,0%,0%,-11%,-28%,14%

9: CCCCOc1ccc(C(=O)Nn2cnnc2)cc1
10: CCC(Oc1ccc(Br)cc1)C(=O)N1CCN(c2ncccn2)CC1 (stereo not given)
11: O=C(O)c1cccc(NC(=O)c2cn(-c3ccccc3)nc2-c2cc3ccccc3o2)c1
12: CCOC(=O)c1c(N)n(CCOC(=O)c2cccs2)c2nc3ccccc3nc12
13: CC(=O)c1cc(-c2ccccc2)n(CC(=O)NCCc2ccc(C)cc2)c1C
14: O=c1cc(CO)oc(C(Nc2ccccn2)c2ccc(C(F)(F)F)cc2)c1O (stereo not given)
15: CCCCCCN1C2=NCCCN2c2ccccc21
16: CCOC(=O)CSc1n[nH]c(=S)s1

entry no.,9,10,11,12,13,14,15,16
Abeta rescue,21%,-14%,6%,0%,-2%,-19%,-17%,6%
Akt phos inh,i,i,i,i,.,i,i,i
TDP-43 yeast inh,-20%,-2%,11%,-7%,9%,-6%,-4%,9%
aSyn rescue,6%,12%,2%,1%,.,1%,-1%,-1%
PTHR1 agonist,i,i,-16%,-6%[57.5 µM],i,i,i,-6%
FUS yeast rescue,21%,23%,19%,17%,4%,21%,-39%,-3%
DRD3 antagonist,13,-26,13,-10,.,23,-6,-6
GLP-1R agonist,-3%,1%,16%,17%,.,-10%,2%,-3%
GLP-1R inv ag,2%,-16%,21%,91%[activator],11%,0%,?,11%

17: CCn1c(CCNC(=O)c2ccc(Cl)cc2)nnc1SCC(=O)NC1CCCC1
18: Cc1cc(C)c(C)c(OC(=O)c2sc(Cl)nc2C)c1
19: COc1cc(OC)c2c(-c3cccc(-c4ccc(CO)cc4)c3)cc(=O)oc2c1
20: O=C(Oc1c(CN2CCOCC2)cc(Cl)c2cccnc12)c1ccccc1Br
21: CCC(=O)N1CCc2cc(CNS(=O)(=O)c3ccc(C(C)C)cc3)ccc21
22: COc1ccc(NC(=O)c2cccc3c(Br)cccc23)cc1
23: Cc1ccc(C)c(C(=O)COC(=O)c2cc([N+](=O)[O-])ccc2NCCO)c1
24: COc1ccc(-c2nc(CN3CCC(C(=O)N4CCOCC4)CC3)c(C)o2)cc1OC

entry no.,17,18,19,20,21,22,23,24
Abeta rescue,-6%,-10%,-10%,?,10%,6%,9%,-12%
Akt phos inh,i,i,i,i,.,i,i,i
TDP-43 yeast inh,-11%,7%,25%,9%,20µM*,13%,?,11%
aSyn rescue,-7%,-3%,?,14%,.,3%,8%,8%
PTHR1 agonist,i,-31%[inhibitor],-13%,i,i,i,-13%,i
FUS yeast rescue,20%,.,?,7%,24%,-21%,36%,-12%
DRD3 antagonist,12,0,-9,-80*,.,6,-16,0
GLP-1R agonist,0%,1%,2%,7%,3%,0%,18%,4%
GLP-1R inv ag,3%,?,?,?,3%,-20%,?,3%

25: CCC(C)(C(=O)NC1CCCC1)N(C(=O)CC1NC(=O)NC1=O)c1ccc(C)cc1 (stereo not given)
26: CCCNC(=O)CN1CCN(c2ccc(NC(=O)c3ccc(OC)cc3)cc2C(=O)O)CC1
27: Cc1cccc(N(Cc2ccccc2)C(=O)c2ccccc2S(C)(=O)=O)c1
28: Cc1nn(-c2ccccc2)c(C)c1/C=N/N1CCN(c2ccccc2)CC1
29: Cc1cccc(C)c1NC(=O)C(=O)NCc1ccccn1
30: CCNC(=O)NC(=O)COC(=O)CCCSc1nc2ccccc2s1
31: CCCCn1nnnc1SCC(=O)c1cc(Cl)ccc1OC
32: c1ccc(Nc2nnc(-c3cccc4ccccc34)o2)cc1

entry no.,25,26,27,28,29,30,31,32
Abeta rescue,16%,-13%,12%,9%,-6%,17%,-18%,15%
Akt phos inh,i,.,i,i,i,i,i,i
TDP-43 yeast inh,0%,16%[9.22 µM],-14%,-5%,2%,8%,15%,20%
aSyn rescue,-8%,.,15%,0%,-7%,0%,11%,2%
PTHR1 agonist,-11%[57.5 µM],0%,-8%,i,i,i,-10%[57.5 µM],-13%
FUS yeast rescue,-2%,-8%,6%,19%,7%,4%,33%,8%
DRD3 antagonist,-13,.,-9,23,7,-23,6,1
GLP-1R agonist,-4%,.,-6%,-15%,-12%,0%,13%,13%
GLP-1R inv ag,9%,21%,?,-18%,0%,3%,?,-11%

Whole records as entered above. Screens in order: Abeta rescue | Akt phos inh | TDP-43 yeast inh | aSyn rescue | PTHR1 agonist | FUS yeast rescue | DRD3 antagonist | GLP-1R agonist | GLP-1R inv ag
Listed for CCOC(=O)CSc1n[nH]c(=S)s1 = 6% | i | 9% | -1% | -6% | -3% | -6 | -3% | 11%
Listed for CCCCOc1ccc(C(=O)Nn2cnnc2)cc1 = 21% | i | -20% | 6% | i | 21% | 13 | -3% | 2%

Additional compounds follow.
33: CC(C)CCCNc1nc(N2CCOCC2)nc(N2CCOCC2)n1
34: COc1ccc(C(=O)NCC(c2ccco2)S(=O)(=O)c2ccc(F)cc2)cc1 (stereo not given)
35: COc1ccc(NC(=O)CCS(=O)(=O)c2ccc3nc(C)sc3c2)cc1Cl
36: CCCCC[C@@H](C)N1C[C@@H](COCc2ccccc2)Oc2cc(N3CC[C@H](N(C)C)C3)ccc2S1(=O)=O
37: COc1cc(NC(=O)CN(C)S(=O)(=O)c2ccc3c(c2)CC(C)N3C(C)=O)cc(OC)c1 (stereo not given)
38: Cc1ccc(N2C(=O)C(O)(C(F)(F)F)C3=C2CC(C)(C)CC3=O)cc1 (stereo not given)
39: Cc1cc(C)n2nc(SCC(=O)N3CCCCC3C)nc2n1 (stereo not given)
40: O=C(CSC1=NCCS1)NCc1ccco1

entry no.,33,34,35,36,37,38,39,40
Abeta rescue,-7%,14%,4%,18%,9%,-10%,-3%,-14%
Akt phos inh,i,.,.,i,i,i,i,i
TDP-43 yeast inh,-9%,0%,13%,10%,17%,-19%,24%,10%
aSyn rescue,0%,.,.,-30%[inhibitor],6%,9%,7%,-12%
PTHR1 agonist,5%,-46%[inhibitor],i,-29%,-5%,1%,-20%,-5%
FUS yeast rescue,2%,15%,-2%,?,-3%,29%,10%,-10%
DRD3 antagonist,8,.,.,1,14,15,18,-1
GLP-1R agonist,-10%,.,.,3%,2%,4%,2%,-18%
GLP-1R inv ag,?,-5%,-9%,?,-3%,8%,0%,-1%

41: COc1ccc(Cl)cc1NC(=O)CN(C)C(=O)c1cc(-c2ccncc2)nc2ccccc12
42: CCCC1(c2ccccc2)NC(=O)N(CC(=O)Nc2cc(OC)cc(OC)c2)C1=O (stereo not given)
43: Cc1ccc(/C(N)=N/OC(=O)c2cc(-c3ccccc3)nc3ccccc23)cc1
44: Oc1[nH]c2ccc(Br)cc2c1N=NC(=S)NCC1CCCO1 (stereo not given)
45: Cc1ccc(C2(C)NC(=O)N(CC(=O)Nc3ccccc3C(=O)N3CCCCC3)C2=O)cc1 (stereo not given)
46: C#CCOCCOCCOCCNc1nc(N2CCOCC2)nc(N2CCN(C(=O)CCCCCCCCCCNC(=O)[C@@H](CCC(=O)O)n3cc(CCCCCN)nn3)CC2)n1
47: COc1ccc(C(C)=O)cc1CC(=O)N(Cc1ccccc1)c1ccccc1
48: O=C(NCCNC(=O)C1CC2CCC1C2)C1CC2CCC1C2 (stereo not given)
49: CCCCn1c(N)c(N(CC)C(=O)C2=NN(c3ccccc3)C(=O)CC2)c(=O)[nH]c1=O

entry no.,41,42,43,44,45,46,47,48,49
Abeta rescue,29%,-6%,-8%,-1%,-4%,1%,-16%,18%,9%
Akt phos inh,i,i,i,i,i,i,i,i,i
TDP-43 yeast inh,-7%,-18%,?,-11%,-8%,11%,-19%,19%,22%
aSyn rescue,-4%,0%,-13%,-3%,-3%,4%,4%,1%,-1%
PTHR1 agonist,-2%,12%,i,i,-6%,i,-34%[inhibitor],i,i
FUS yeast rescue,51%,18%,0%,34%,16%,33%,3%,10%,.
DRD3 antagonist,?,-3,9,-15,-6,18,12,13,-15
GLP-1R agonist,9%,11%,-8%,2%,4%,-2%,10%,-2%,-8%
GLP-1R inv ag,?,?,35%[activator],13%,1%,19%,-23%,21%,2%

Source: PubChem (National Center for Advancing Translational Sciences (NCATS))
